Assay outcomes as filed in PubChem BioAssay.
TDP1 block – inhibitors of human tyrosyl-DNA phosphodiesterase TDP1; Q9NUW8; recombinant TDP1, AlphaScreen DNA substrate cleavage; Potency, µM (series often up to 130 µM), for the others: top-dose activity change, negative = inhibition, actives largely listed as inhibitors; hit rate 0.28% among 350,000; AID 485290; note: nearly all actives have a fitted effect of over 40% in size
Target sequence (Q9NUW8 whole entry, looked up): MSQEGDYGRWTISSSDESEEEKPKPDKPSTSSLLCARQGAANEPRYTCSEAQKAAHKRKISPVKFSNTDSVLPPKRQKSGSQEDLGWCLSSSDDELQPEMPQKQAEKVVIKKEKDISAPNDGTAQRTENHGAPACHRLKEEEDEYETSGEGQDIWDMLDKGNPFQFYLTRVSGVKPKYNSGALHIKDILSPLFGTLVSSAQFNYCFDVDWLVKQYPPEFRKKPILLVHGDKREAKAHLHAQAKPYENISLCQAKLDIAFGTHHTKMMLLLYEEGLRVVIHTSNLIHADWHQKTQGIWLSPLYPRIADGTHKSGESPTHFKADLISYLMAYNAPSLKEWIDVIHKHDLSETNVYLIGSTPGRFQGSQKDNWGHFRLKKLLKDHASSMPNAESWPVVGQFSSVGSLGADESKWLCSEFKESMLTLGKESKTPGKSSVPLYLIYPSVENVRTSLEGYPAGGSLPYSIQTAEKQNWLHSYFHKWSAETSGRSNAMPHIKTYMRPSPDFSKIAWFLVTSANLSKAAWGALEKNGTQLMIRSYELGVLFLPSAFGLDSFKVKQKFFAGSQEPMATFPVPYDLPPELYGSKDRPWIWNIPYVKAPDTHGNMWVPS
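Steps: enzyme plus compound, 15 min RT; add biotin/phosphotyrosine-FITC oligonucleotide (15 nM final), react 5 min; add donor/acceptor beads (10 ug/ml final), 10 min; read AlphaScreen. Tdp1 at 1 nM final.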
TDP1 cell noCPT – qHTS for Inhibitors of human tyrosyl-DNA phosphodiesterase 1 (TDP1): qHTS in cells in absence of CPT | DT40 Tdp1-/- hTDP1 cells, no CPT, ATP luminescence, 48 h | AID 686978, 2013 | hit rate 15% among 420,000 | Potency, µM (highest dose often 46.2 µM), without a hit: at the highest dose activity change, negative = growth inhibition, usual class: inhibitors; note: nearly all actives have a fitted effect of over 55% in size
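Growth kinetics read by CellTiter-Glo luminescence after ≥48 hr at 37 °C. Cells: DT40 Tdp1-/- stably carrying human TDP1, 400 per well, compound exposure in the absence of CPT (DMSO vehicle).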
DT40 TDP1 CPT – growth inhibition of DT40 Tdp1-/-;hTDP1 cells with camptothecin (screen for TDP1 inhibitors); chicken DT40 Tdp1-/-;hTDP1 cells + 20 nM CPT, ATP luminescence, 48 h; Potency, µM (titrated, usually from 46.2 µM), for inactives: at the top dose activity change, negative = growth inhibition, most hits filed as inhibitors; hit rate 12% among 420,000; AID 686979; note: nearly all actives have a fitted effect of over 55% in size
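Cell growth measured by CellTiter-Glo luminescence after a minimum 48 h, 37 C compound exposure with 20 nM CPT in Tdp1-knockout DT40 cells stably expressing hTDP1, seeded 400/well; qHTS titration format.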
An asterisk follows results filed as active; ? = inconclusive; nt = no result given. Calls come from the whole dose curve; as a rule, active = well fitted curve in the direction sought with a large enough effect; inconclusive = small, poorly fitted or top-dose-only effect, or another doubt; inactive = no such curve, though single readings can be large; an effect the other way counts as inactive or inconclusive. % is set by controls: 0 for no effect and ±100 for the full control effect; potency is the fitted concentration of half-maximal effect. Compounds were not picked by outcome; about 18% have a hit in one of these screens.

1: COc1ccc(-c2oc3c(c2C#CC2(O)CCCCC2)C(OC(C)=O)CCC3)cc1 (centres undefined)
2: CCN(CC)c1cc(C)c2cc(NC(=O)/C=C/c3cc(OC)c(OC)c(OC)c3)ccc2n1
3: O=C(NCC1CCCO1)c1ccc2c(c1)S(=O)(=O)c1ccccc1C2=O (centres undefined)
4: CNC(=S)N(Cc1cc2cc(C)cc(C)c2[nH]c1=O)C1CCCC1
5: O=C(NCC(c1cccnc1)N1CCOCC1)C(=O)Nc1ccc(Cl)cc1 (centres undefined)
6: CCN(CC)CCOC(=O)/C=C/c1ccccc1OC

entry no. | 1 | 2 | 3 | 4 | 5 | 6
TDP1 block | nt | 5.9% | nt | 9.0% | -1.3% | -2.8%
TDP1 cell noCPT | ? | 7.31µM* | -22.8% | ? | ? | -22.9%
DT40 TDP1 CPT | ? | 6.51µM* | -15.4% | -3.6% | ? | -1.5%

7: CCc1nc(SCC(=O)NCCc2ccc(OC)c(OC)c2)c2c(=O)n(C)c(=O)n(C)c2n1
8: CCC(=O)N1CCC1(C)C(=O)Nc1cc(OC)ccc1OC (centres undefined)
9: Cc1ccc(C(O)c2ncc(-c3cccc(C(F)(F)F)c3)[nH]2)cc1 (centres undefined)
10: O=c1ccc(-c2ccc(S(=O)(=O)N3CCN(c4ccccc4)CC3)o2)n[nH]1
11: CCOC(=O)c1ccccc1NC(=O)c1sc2ncn(Cc3cccc(F)c3)c(=O)c2c1C
12: N#Cc1nc(COc2ccccc2)oc1NCCN1CCOCC1

entry no. | 7 | 8 | 9 | 10 | 11 | 12
TDP1 block | 6.2% | nt | nt | 0.0% | -1.9% | 0.0%
TDP1 cell noCPT | -23.1% | -2.5% | 18.4µM* | 14.5% | -25.3% | -6.5%
DT40 TDP1 CPT | 4.6% | 0.0% | ? | -7.1% | ? | -16.2%

13: CCN(CC)c1ccc2c(C)c(-c3ccc(N)cc3)c(=O)oc2c1
14: COc1ccc(-n2ncc3c2CC(C)(C)CC3NC(=O)Cc2nonc2C)cc1 (centres undefined)
15: CCOC(=O)c1cnc(Nc2nc3ccccc3o2)nc1CSc1ncccn1
16: NC(=O)c1ccc(NC(=O)CN2CCN(S(=O)(=O)c3ccc4ccccc4c3)CC2)cc1
17: O=C(c1cc2cc(F)ccc2[nH]1)N1CCc2ccccc21
18: CCOc1ccc(N2CC(C(=O)Nc3ccc4c(c3)OCCO4)CC2=O)cc1 (centres undefined)

entry no. | 13 | 14 | 15 | 16 | 17 | 18
TDP1 block | 3.4% | 3.5% | nt | 4.2% | nt | nt
TDP1 cell noCPT | ? | ? | ? | 0.0% | -12.4% | -7.7%
DT40 TDP1 CPT | ? | -15.8% | -28.0% | -7.0% | ? | 5.2%

19: Cc1c(C=O)n(C)n(-c2ccccc2)c1=O
20: O=c1c(-c2ccco2)[n+]([O-])c2ccccc2n1OCc1c(F)cccc1F
21: Cc1cccc2nc3c(nc12)CCCC3
22: COc1ccc(S(=O)(=O)N2CCCC(C(=O)NCC3CCCO3)C2)cc1C (centres undefined)
23: O=C(c1cnn2c(C(F)(F)F)cc(-c3ccc4c(c3)OCO4)nc12)N1CCCC1
24: CCC1(C(=O)O)NC(c2cc(OC)ccc2O)C2C(=O)N(Cc3ccccc3)C(=O)C21 (centres undefined)

entry no. | 19 | 20 | 21 | 22 | 23 | 24
TDP1 block | -1.2% | -4.8% | nt | 2.6% | 1.0% | 0.0%
TDP1 cell noCPT | -0.6% | ? | -1.8% | -23.6% | -28.6% | -4.2%
DT40 TDP1 CPT | -4.8% | 4.7% | 7.3% | ? | ? | 1.9%

25: O=C(Nc1ccccc1)c1cc2ccccc2s1
26: CCCCCC1CC(CC(=O)Nc2ccc([N+](=O)[O-])cc2)C(=O)O1 (centres undefined)
27: COCCNC(=O)c1onc(CSc2cc(C)ccc2C)c1C(=O)O
28: COc1ccc(Oc2coc3cc(OC(=O)c4cccs4)ccc3c2=O)cc1
29: Cc1ccc2nc(CSc3nnc(NC(=O)COc4ccccc4F)s3)cc(=O)n2c1
30: Cc1cccc(N2CCN(C(=O)CCN3C(=S)NC(C)(C)CC3C)CC2)c1C (centres undefined)

entry no. | 25 | 26 | 27 | 28 | 29 | 30
TDP1 block | nt | 0.6% | 2.0% | -1.9% | 2.7% | 0.0%
TDP1 cell noCPT | -23.9% | ? | 5.2% | -28.5% | -0.3% | ?
DT40 TDP1 CPT | 0.6% | ? | 2.5% | -21.3% | 7.2% | ?

31: CC1CC(=Cc2ccc(N)cc2)C(=O)O1 (centres undefined)
32: COc1ccc(NC(=O)CSc2nnc(-c3cccs3)n2C)cc1OC
33: CCCCSc1nnc(CSc2ncccn2)n1C
34: COc1ccc(S(=O)(=O)N(C)C[C@H]2Oc3ccc(NC(=O)Nc4ccc(C(F)(F)F)cc4)cc3C(=O)N([C@H](C)CO)C[C@@H]2C)cc1
35: CCOC(=O)c1cnc2ccc(Br)cc2c1NCC(C)O (centres undefined)
36: CCNC(=S)Nc1ccc(OCc2nc3ccccc3s2)cc1

entry no. | 31 | 32 | 33 | 34 | 35 | 36
TDP1 block | nt | 0.0% | 2.6% | 0.9% | -4.1% | nt
TDP1 cell noCPT | 4.1% | 5.7% | 3.1% | ? | -26.7% | 23.1µM*
DT40 TDP1 CPT | 1.0% | -3.0% | 7.6% | ? | ? | 16.4µM*

37: Cc1ccc(NC(=S)NCc2ccccn2)cc1
38: CCc1ccc(CNC(=O)c2cc3cc(S(=O)(=O)N4CCCCC4)ccc3n2C)cc1
39: COC(=O)[C@@H](NCc1cccc(CN([C@H](C(=O)OC)C(C)C)S(C)(=O)=O)c1)C(C)C
40: O=C(NCc1ccccc1Cl)c1ccc2c(c1)N(Cc1ccccc1)C(=O)CS2
41: C=CCn1c(NC(=O)c2ccc(Br)o2)c(S(=O)(=O)c2ccccc2)c2nc3ccccc3nc21
42: COc1cc(OC)cc(C(=O)Nc2ccc(N3CCOCC3)cc2N2CCOCC2)c1

entry no. | 37 | 38 | 39 | 40 | 41 | 42
TDP1 block | 3.1% | 0.0% | nt | 2.6% | 3.8% | 6.2%
TDP1 cell noCPT | -18.1% | 13µM* | ? | ? | -18.3% | ?
DT40 TDP1 CPT | 5.4% | ? | ? | 23.1µM* | -16.5% | -13.0%

43: CCOCCc1nnc(NC(=O)CS(=O)(=O)Cc2ccccc2)s1
44: Cc1cc(Cl)nc(-n2nc(C)cc2C)n1
45: O=c1cnc2cnc(Nc3ccccc3)nc2n1Cc1ccc(F)cc1
46: CCCOC(=O)COC(=O)c1ccccc1NC(=O)c1ccccc1
47: CC(C)(O)[C@H](O)COc1c2ccoc2cc2oc(=O)ccc12
48: O=C1CNC(=O)N1Cc1ccc(Br)cc1

entry no. | 43 | 44 | 45 | 46 | 47 | 48
TDP1 block | nt | 7.0% | nt | ? | 2.6% | 9.3%
TDP1 cell noCPT | -19.0% | -16.3% | -27.5% | 3.3% | -12.6% | -4.3%
DT40 TDP1 CPT | -15.2% | 5.9% | ? | 7.8% | -12.0% | -4.3%

49: CCCNC(=O)C1CCCN(S(=O)(=O)c2ccc3c(c2)CC(C)N3C(=O)C2CC2)C1 (centres undefined)
50: COC(=O)C1OC(OC2CC[C@]3(C)C(CC[C@@]4(C)[C@@H]3CC=C3[C@@H]5CC(C)(C)CC[C@]5(C(=O)OC5OC(CO)C(O)C(O)C5O)CC[C@]34C)C2(C)C)C(O)C(O)C1O[C@H]1OCC(O)C(O)C1O (some centres undefined)
51: O=C(NCc1ccco1)/C(=C/c1ccc(Br)cc1)NC(=O)c1ccco1
52: CCN(CC)S(=O)(=O)c1cccc(C(=O)Nc2ccc3c(c2)OCO3)c1
53: Cc1cc2oc3cc(NCCC4CCCN4C)ccc3c(=O)c2cc1C (centres undefined)
54: COc1cccc(CNC(=O)c2ccc3nc[nH]c3c2)c1

entry no. | 49 | 50 | 51 | 52 | 53 | 54
TDP1 block | nt | -2.0% | 0.6% | 4.8% | nt | 5.9%
TDP1 cell noCPT | ? | -73.5% | 3.6% | ? | 5.8µM* | -2.9%
DT40 TDP1 CPT | ? | ? | -18.2% | ? | 8.2µM* | ?

55: COc1ccc(/C=N/NC(=O)CCc2n[nH]c(=O)[nH]c2=O)cc1OC
56: CCCNC(=O)CSc1ccc(S(=O)(=O)N2CCCC2)cn1
57: COc1cc(OC)cc(OCC(O)Cn2cnc(-c3ccccc3)c2)c1 (centres undefined)
58: CC(=O)C(Cc1ccccc1)NC(=O)COC(=O)c1ccc(-n2cnnn2)cc1 (centres undefined)
59: COc1ccc(Cc2c(C3CCCCC3)nc3c(Cl)cc(C(F)(F)F)cn23)c(C)c1
60: COC(=O)c1ccccc1N1C(=O)C2C(C1=O)C1C=CC2C12CC2 (centres undefined)

entry no. | 55 | 56 | 57 | 58 | 59 | 60
TDP1 block | 3.4% | 0.5% | 7.3% | 1.1% | nt | 2.5%
TDP1 cell noCPT | -6.0% | 12.8% | -22.2% | -5.3% | ? | -1.8%
DT40 TDP1 CPT | -8.9% | -3.2% | -5.9% | 3.3% | 18.4µM* | -17.2%

61: CCOc1ccc(C2C(C#N)=C(N)Oc3cc(C)n(CCN(C)C)c(=O)c32)cc1OCC (centres undefined)
62: COc1ccc(NC(=O)CCn2nnc(-c3ccc(C)cc3)n2)cc1OC
63: O=C(/C=C\Nc1ccc(Br)cc1)c1cccnc1
64: Cc1ncc2c(c1CNC(=O)c1ccccc1F)CCN(C(=O)c1[nH]c3ccc(Cl)cc3c1C)C2
65: CC(=O)Nc1ccc(/C=C(\C#N)S(=O)(=O)c2ccc(C)cc2)cc1
66: O=C1c2ccccc2C(=O)N1CCc1csc(-c2ccccc2)n1

entry no. | 61 | 62 | 63 | 64 | 65 | 66
TDP1 block | 5.5% | 0.0% | 5.3% | nt | 1.2% | 0.0%
TDP1 cell noCPT | -15.0% | ? | -26.5% | ? | ? | -7.8%
DT40 TDP1 CPT | -16.3% | ? | -6.8% | ? | ? | -5.1%

67: COc1ccccc1CCNC(=O)Cn1ccc2cc(S(=O)(=O)N3CCC(C)CC3)ccc21
68: FC(F)(F)c1ccccc1-c1nccc(N2CCNCC2)n1
69: CCOc1ccc(C(=O)NCCC(=O)N2CCC3(CC2)NCCc2[nH]cnc23)cc1OCC
70: CNC(=S)N(CCc1c(C)[nH]c2ccccc12)Cc1ccco1
71: O=C(c1ccc([N+](=O)[O-])cc1)N1CCSC1c1ccccc1Cl (centres undefined)
72: COc1ccc(CN(C)C(=O)CCNS(=O)(=O)c2ccccc2)c(OC)c1
73: O=C(CSc1nnc(COc2cccc3cccnc23)o1)N1CCN(C(=O)c2ccco2)CC1

entry no. | 67 | 68 | 69 | 70 | 71 | 72 | 73
TDP1 block | 0.6% | nt | 1.0% | 7.0% | 7.2% | nt | 0.0%
TDP1 cell noCPT | ? | 3.5% | 13.7% | ? | ? | -30.6% | -13.2%
DT40 TDP1 CPT | ? | -5.0% | 1.0% | ? | -7.4% | -23.4% | -19.1%

In the list so far, these have an aryl thioether with sulfur outside any ring:
7: CCc1nc(SCC(=O)NCCc2ccc(OC)c(OC)c2)c2c(=O)n(C)c(=O)n(C)c2n1
15: CCOC(=O)c1cnc(Nc2nc3ccccc3o2)nc1CSc1ncccn1
27: COCCNC(=O)c1onc(CSc2cc(C)ccc2C)c1C(=O)O
29: Cc1ccc2nc(CSc3nnc(NC(=O)COc4ccccc4F)s3)cc(=O)n2c1
32: COc1ccc(NC(=O)CSc2nnc(-c3cccs3)n2C)cc1OC
33: CCCCSc1nnc(CSc2ncccn2)n1C
56: CCCNC(=O)CSc1ccc(S(=O)(=O)N2CCCC2)cn1
73: O=C(CSc1nnc(COc2cccc3cccnc23)o1)N1CCN(C(=O)c2ccco2)CC1

entry no. | 7 | 15 | 27 | 29 | 32 | 33 | 56 | 73
TDP1 block | 6.2% | nt | 2.0% | 2.7% | 0.0% | 2.6% | 0.5% | 0.0%
TDP1 cell noCPT | -23.1% | ? | 5.2% | -0.3% | 5.7% | 3.1% | 12.8% | -13.2%
DT40 TDP1 CPT | 4.6% | -28.0% | 2.5% | 7.2% | -3.0% | 7.6% | -3.2% | -19.1%
